mcGAS lum – blocks mouse cGAS activity | 160,000 tested, 0.15% active | recombinant cGAS, Kinase-Glo ATP depletion luminescence | inhibition, % at 12.5 µM;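 further: 0% = negative control wells and 100% = reference inhibitor with no enzyme activity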
hcGAS lum – inhibitors of human cGAS | Q8N884 | inhibition, % at 12.5 µM | AID 1259398 | 290,000 tested, 0.081% active | recombinant h-cGAS, ATP depletion, Kinase-Glo luminescence;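 further: 0% = vehicle reaction and 100% = reaction without DNA for no activity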
Target sequence (Q8N884 whole entry, looked up): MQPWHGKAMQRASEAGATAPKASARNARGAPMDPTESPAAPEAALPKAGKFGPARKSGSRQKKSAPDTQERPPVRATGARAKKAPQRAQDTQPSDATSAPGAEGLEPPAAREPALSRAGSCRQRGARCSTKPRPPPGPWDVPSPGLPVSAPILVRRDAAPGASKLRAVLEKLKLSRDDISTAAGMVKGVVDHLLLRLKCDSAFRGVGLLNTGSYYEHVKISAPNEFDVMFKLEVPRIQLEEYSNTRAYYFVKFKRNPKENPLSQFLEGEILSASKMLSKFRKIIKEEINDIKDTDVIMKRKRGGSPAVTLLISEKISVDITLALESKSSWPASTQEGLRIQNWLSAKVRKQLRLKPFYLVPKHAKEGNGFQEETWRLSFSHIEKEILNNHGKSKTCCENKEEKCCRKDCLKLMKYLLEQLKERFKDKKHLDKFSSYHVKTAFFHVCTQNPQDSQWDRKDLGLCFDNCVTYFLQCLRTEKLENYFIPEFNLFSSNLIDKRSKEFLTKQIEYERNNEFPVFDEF
NPYLR7 ag – mosquito NPYLR7 agonism. HEK293T NPYLR7/Galpha15, GCaMP6s calcium fluorescence. activation, % at 10 µM. 270,000 tested, 0.15% active; in the data active means activation above about 40%;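 further: 0% = vehicle and 100% = reference agonist at the receptor; some compounds past the cut are filed as inactive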
* marks the source's active call; other numbers are inactive results; / = not tested or not shown; & = joins results of further samples. Unless noted, no stated cut-off is given here; in the data, active means inhibition above about 40%; inactive means the rest.

no.	SMILES	mcGAS lum	hcGAS lum	NPYLR7 ag
1	C=c1ccccc1=C1NN=C(NC(=O)CSc2nnc(NC(=O)CC)s2)S1	1	-1	0
2	O=C1CC(NCc2ccccn2)CN1C1Cc2ccccc2C1 (stereo unspecified)	/	-4	1
3	CC1c2ccsc2CCN1C(=O)NCc1ccccc1N1CCOCC1 (stereo unspecified)	/	-11	3
4	O=C(NCCC(=O)N1CCc2cc(Br)ccc21)c1ccco1	/	-5	-1
5	COc1ccccc1COc1ccc(F)cc1	/	-7	7
6	O=C(CCCc1nnc2c(=O)n(-c3ccc(Cl)cc3)ccn12)N1CCC(N2CCCCC2)CC1	0	2	-6
7	NC(=O)[C@@H]1CCCN1C(=O)CN1CC2(CCNCC2)OC1=O	/	-1	1
8	CCCCCNS(=O)(=O)c1csc(-c2ccc(F)cc2)n1	/	-11	6
9	CCNC(=O)CN(CC)C(=O)c1ccc2c(c1)CCCC2	-8	-12	7
10	O=C(Nc1cccc(Cl)c1)N1CCCN(c2nc(Cc3ccccc3)nc3c2cnn3-c2ccccc2)CC1	0	3	-5
11	C=CCn1c(C)c(C)n2c3c(=O)n(CC(=O)c4ccccc4)c(=O)n(C)c3nc12	-6	-4	1
12	Cc1cccc(Cn2c(C(=O)N3CCN(C(=O)c4ccccc4F)C(C)C3)cc3ccsc32)c1 (stereo unspecified)	-5	-9	-2
13	Cc1c(C(C)NC(=O)c2csc(Cc3ccccc3)n2)cnn1-c1ccccn1 (stereo unspecified)	-9	-8&-6	-2
14	CC1CCCCC1NC(=O)C(C)n1ncn2cccc2c1=O (stereo unspecified)	/	1	2
15	Cc1ccc(NC(=O)N2CCC(C(NC(=O)c3ccc4c(c3)OCO4)C(=O)N3CCCC3)CC2)cc1 (stereo unspecified)	0	1	-8
16	COc1ccc(C(=O)Nc2sc3c(c2C#N)CC(C)(C)SC3)cc1[N+](=O)[O-]	3	-1	-2
17	CSc1ccccc1C(=O)N1CCN(S(=O)(=O)c2ccccc2)CC1	-8	-8	0
18	CN1CCCN(c2nccn3ccnc23)CC1	/	-7	5
19	Fc1ccc(Cc2noc(-c3ccc(NCCc4cnccn4)nc3)n2)cc1	-8	-4	7
20	COC(=O)NN=CC1CCCCC1	-6	-9	-1
21	COc1ccc(OCCCN2C(=O)C3(CC(=O)N(CC(=O)N(C)OC)C3=O)c3cc(F)ccc32)cc1 (stereo unspecified)	-4	-5	-4
22	C=CCCOC(=O)N1C[C@H](C(=O)NC)[C@H]2c3ccccc3NC(=O)[C@]21C	-7	-2	2
23	COCCN1CCN(C(=O)c2ccc(-c3cc(-c4ccccc4)n[nH]3)cc2)CC1	-5	-6	3
24	O=S1(=O)CCN2C(Cc3ccc(SC(F)F)cc3)=CSC2=N1	/	-5	2
25	C=CCN1CCN(c2cc(Oc3ccccc3OC)ncn2)CC1	-8	-2	28
26	COc1cccc(CNCCN2CCOCC2)c1OCC(N)=O	/	-2	6
27	CN1CCN(c2cc(C(F)(F)F)nc(SCc3ccc(C(=O)NCCN4CCOCC4)cc3)n2)CC1	-4	-3	8
28	CNC(=O)c1nc(CN2CCOC(CCCC(C)C)C2)no1 (stereo unspecified)	/	-5	12
29	CC(=O)CC(C)(C)NC(=O)CCN(Cc1ccccn1)C1CC1	/	-15	-1
30	CC(NC1(CNC(=O)C(C)n2ccnc2)CCCC1)c1ccccc1 (stereo unspecified)	/	-5	7

Some entries already given, limited to hcGAS lum and mcGAS lum:
cpd | Structure | hcGAS lum | mcGAS lum
7 | NC(=O)[C@@H]1CCCN1C(=O)CN1CC2(CCNCC2)OC1=O | -1 | /
8 | CCCCCNS(=O)(=O)c1csc(-c2ccc(F)cc2)n1 | -11 | /

Additional results.
no.	SMILES	mcGAS lum	hcGAS lum	NPYLR7 ag
31	COc1cccc(Cc2nc3c(c(=O)[nH]2)CN(C(=O)Nc2cccc(Cl)c2Cl)CC3)c1	-7	-7	8
32	CCCCC(CC)C1OCC(CN2CCOCC2)O1 (stereo unspecified)	-8	-6	-11
33	CCOC(=O)[C@@H]1[C@H](c2ccccc2)[C@@H](N(CCOCc2ccccc2)CCOCc2ccccc2)[C@H]2CCCN21	-7	0	19
34	O=C(CC1C(=O)NCCN1CC(c1ccccc1)c1ccccc1)NCCCn1ccnc1 (stereo unspecified)	/	0	2
35	COc1ccc(C2CC(c3ccc(Br)cc3)=NN2S(=O)(=O)c2ccc(C)cc2)cc1 (stereo unspecified)	-4	-11	-1
36	O=C1CCNc2ncc(-c3cccc(Cl)c3)cc2CN1C1CC1	2	2	6
37	CCOC(=O)C1CCN(c2cc(-c3ccc(OC)cc3)nc3ncnn23)CC1	-11	-8	-4
38	CCCN(C(=O)CCc1cc(OC)cc(OC)c1)C(C)(C)C	/	-11	1
39	Cc1cc(C(=O)N2CCOC(COc3ccc(Cl)c(C)c3)C2)co1 (stereo unspecified)	-5	-4	15
40	Cc1ccnc(NC(=O)CNC(=O)Cc2cccc3ccccc23)c1	/	3	-3
41	N#Cc1cccc(CN2C(=O)C3(SCCN3C(=O)c3ccco3)c3cc(Cl)ccc32)c1 (stereo unspecified)	-5	-7	/
42	CSc1nnc(CC2CCN(Cc3cc(C(C)(C)C)n[nH]3)CC2)n1C	/	-5	10
43	Cc1nn(CC(C)C)c2sc(C(=O)N(C)CC(=O)Nc3cccc(F)c3)cc12	/	-1	1
44	COc1ccc(C(C)=O)cc1Cn1c(C)c(C(=O)N(C)Cc2ccc(F)cc2)sc1=O	/	-2	-6
45	CN(C)C(=O)N1CC[C@@H](c2ccc3ccccc3c2)[C@H](O)C1	/	-3	7
46	COc1ccc(N2CCN(C(c3cccs3)C3Sc4ncnn4C3=O)CC2)cc1 (stereo unspecified)	-3	4	2
47	Cc1nc(NCCCN2CCOCC2)c(C#N)c(C)c1[N+](=O)[O-]	-8	-3	-3
48	Cc1ccc(NC(=O)Cn2cccc(-c3nc(-c4ccccc4)no3)c2=O)cc1C	-9	-11	/
49	CCCCCCCCc1ccc(C(=O)N2CCC(c3c[nH]c4c(C)cccc34)CC2)cc1	-6	0	10
50	COc1ccc(C)cc1NC(=O)CSc1nc2c(-c3ccccc3)c[nH]c2c(=O)n1C	-10	-6	-1
51	CCOc1ccnc2c1c(=O)n(Cc1cccnc1)c(=O)n2C	/	1	-5
52	COCCNC(=O)C(NC(=O)C1CCCC1)C1CCN(C(=O)c2ccc(F)cc2)CC1 (stereo unspecified)	-3	-5	-7
53	O=C(Cn1c(O)c(N=Nc2ccccc2[N+](=O)[O-])c2cc(Br)ccc21)Nc1ccccc1	-6	-8	-5
54	Cc1cccc(NC(=O)CSc2nc(=O)n(CCCN(C)C)c3c2CCCC3)c1	-6	-7	1
55	O=C(c1ccc(C(F)(F)F)o1)N1CCC2(CC1)Nc1ccccc1C(=O)N2c1cccnc1	/	0	0
56	Fc1ccc(C2Oc3ccccc3C3CC(c4ccccc4)=NN32)cc1 (stereo unspecified)	-5	-2	-1
57	CCOc1ncccc1CN1CCC(C(=O)NCCc2cccc(Cl)c2)CC1	-5	-4	13
58	Cn1ccnc1C1CCCCN1C(=O)CC1(c2cccc(F)c2)CC(=O)N(Cc2cccnc2)C1=O (stereo unspecified)	-10	-7	0
59	Cc1ccc(-c2cn3c(n2)sc2cc(C)ccc23)cc1	-5	-4	3
60	C/C(=N/NC(=O)c1c[nH]c2ccccc12)c1c(O)cc(C)oc1=O	/	8	2

no.	SMILES	mcGAS lum	hcGAS lum	NPYLR7 ag
61	COC(=O)c1ccc(COC(CN2CCN(S(=O)(=O)Cc3cccc(Cl)c3)CC2)c2cccc(OC)c2)cc1 (stereo unspecified)	-6	-3	-4
62	Cc1cccc(COCC2CN(C(=O)c3ccc(F)c(F)c3)CCO2)c1 (stereo unspecified)	-2	-3	-15
63	Cc1[nH]nc(NS(=O)(=O)c2ccc(F)cc2Cl)c1C	/	-5	2
64	CCc1nc2sc3c(c2c(=O)n1CCO)CCC3	-7	-3	7
65	Cc1ccc(CNS(=O)(=O)c2c(N)n(C)c(=O)n(C)c2=O)cc1	-7	-6	2
66	CC(C)(C)c1nn(CN2CCC(C(=O)NCc3ccccc3)CC2)c(=S)o1	/	-6	2
67	CN1C(=CC(=O)COC(=O)/C(C#N)=C\c2ccc(Cl)cc2)C(C)(C)c2ccccc21	-9	-4	-3
68	COc1ccc(OC)c(-n2c(CNC(=O)c3ccco3)nnc2SCC(=O)Nc2nnc(C)s2)c1	-3	-3	5
69	CCCn1c(=O)cc(-c2ccccc2)c2ccc(OCC(=O)Nc3ccccc3)cc21	-6	-4	/
70	NNc1nc(N2CCCCC2)nc(N2CCOCC2)n1	-5	-4	6
71	CCOC(=O)N1CCN(C(c2cccc(F)c2)c2c(O)cc(C)n(CCOC)c2=O)CC1 (stereo unspecified)	/	-9	9
72	O=C(Cc1csc(-c2cc(Br)cs2)n1)N1CC2CCCCC2C1 (stereo unspecified)	/	-5	8
73	CC1(C(=O)Nc2cccc(Oc3ccccc3)c2)CCN1CCOc1ccccc1 (stereo unspecified)	/	-11	9
74	CCc1ccc(CN(C)C(=O)c2sc(C(C)C)nc2C)nc1	/	-8	0
75	O=C(c1ccoc1)N1CCC(N2CCCC(C(=O)N3CCOCC3)C2)CC1 (stereo unspecified)	/	-5	4
76	Cc1nn(C)cc1C(C)Nc1nc(N)nc2[nH]ncc12 (stereo unspecified)	/	-14	1
77	COc1ccc(C2SCCN2C(=O)C(C)C)c(OC)c1 (stereo unspecified)	-6	-10	-4
78	CCCCC(=O)Nc1ccc(NC(=O)c2ccncc2Cl)cc1	-12	-10	18
79	CC(=O)Nc1cccc(CN(CCC(N)=O)c2ccc(F)cc2)c1	-17	-9	0
80	CC(C)C(C)N(Cc1ccc(Cl)cc1)Cc1nc(C(=O)NCCc2ccccn2)co1 (stereo unspecified)	-5	-1	18
81	Cc1c(C)n2c3c(=O)n(Cc4ccc(Br)cc4)c(=O)n(C)c3nc2n1CCO	-8	-8	0
82	COc1ccc(C(C)=O)cc1CN1C(=O)C(C)ON=C1c1ccncc1 (stereo unspecified)	/	-2	8
83	COCCNC(=O)CSc1nnc(C2CC2)o1	/	-5	7
84	CCCCCc1nc2nc(C)cc(C)n2c1NC1CCCCC1	-6	-4	4
85	CC(=O)c1ccc(OCc2ccccc2)c(OCc2ccccc2)c1O	/	6	-1
86	C#CCOCC(O)CN(CCOC)Cc1ccsc1 (stereo unspecified)	-8	-9	17
87	COc1ccc(OC(C(=O)O[C@H]2C(=O)N(c3ccccc3)CC2(C)C)c2ccccc2)cc1 (stereo partly specified)	/	-6	7
88	CC(C)NC(=O)N1CCN(c2ccncc2S(=O)(=O)N2CCOCC2)CC1	/	-9	-4
89	COc1cccc(Cc2nsc(N3CCCN(C(=O)C(c4ccccc4)c4ccccc4)CC3)n2)c1	-6	-7	6
90	CC(C)Oc1ccc(C(=O)N(C)C2CCS(=O)(=O)C2)cc1 (stereo unspecified)	/	-4	11

no.	SMILES	mcGAS lum	hcGAS lum	NPYLR7 ag
91	COc1ccc(CN2CCC2(C)C(=O)NC2CCN(C)CC2)c2ccccc12 (stereo unspecified)	-2	-3	-1
92	NC(=O)CSc1ncnc2sc3c(c12)CCC3	-9	-7	4
93	CC1(C(=O)Nc2ccc(Cl)c(Cl)c2)CCN1C(=O)Cc1cccs1 (stereo unspecified)	2	6	-1
94	Cc1cn(Cc2csc(C(C)C)n2)cc1C#N	/	-13	-2
95	C=CCSc1nnc(NC(=O)CCN2C(=O)C3CC=CCC3C2=O)s1 (stereo unspecified)	-6	-5	12
96	CC(=O)c1cccc(CN2CCC(C(=O)Nc3cccc(-c4cccc(F)c4)c3)CC2)c1	-8&-4	-5&0	13&0
97	COc1cc(-c2nc(C=Nc3cccc(Cl)c3C)c(O)o2)cc(OC)c1OC	/	-6	0
98	Cc1ccc(-n2c(SCc3ccccc3)nnc2C(C)NC(=O)Nc2ccc(Cl)cc2)cc1 (stereo unspecified)	-4	0	13
99	Cc1ccccc1NS(=O)(=O)c1cc(C(=O)Nc2ccccc2)ccc1Br	-6	-2	3
100	O=C(Oc1c(Cl)cc(Cl)cc1Cl)c1ccc(S(=O)(=O)N2CCCC2)cc1	-4	-5	15
101	CCn1nc(C(=O)Nc2nc3c(C(C)C)cccc3s2)cc1C	/	4	3

Molecules above that contain a tert-butyl group:
no.	SMILES	mcGAS lum	hcGAS lum	NPYLR7 ag
38	CCCN(C(=O)CCc1cc(OC)cc(OC)c1)C(C)(C)C	/	-11	1
42	CSc1nnc(CC2CCN(Cc3cc(C(C)(C)C)n[nH]3)CC2)n1C	/	-5	10
66	CC(C)(C)c1nn(CN2CCC(C(=O)NCc3ccccc3)CC2)c(=S)o1	/	-6	2

Quoted from the listing:
hcGAS lum with compound 83 stands at -5
hcGAS lum with compound 79 stands at -9
hcGAS lum with compound 21 stands at -5
mcGAS lum with compound 62 stands at -2
NPYLR7 ag with compound 15 stands at -8

An excerpt from above in order of SMILES length, descending.
no.	SMILES	mcGAS lum	hcGAS lum	NPYLR7 ag
96	CC(=O)c1cccc(CN2CCC(C(=O)Nc3cccc(-c4cccc(F)c4)c3)CC2)c1	-8&-4	-5&0	13&0
100	O=C(Oc1c(Cl)cc(Cl)cc1Cl)c1ccc(S(=O)(=O)N2CCCC2)cc1	-4	-5	15
92	NC(=O)CSc1ncnc2sc3c(c12)CCC3	-9	-7	4

Screens deposited in PubChem BioAssay by Fisher Drug Discovery Resource Center.
